Compound activity: PubChem, National Center for Advancing Translational Sciences (NCATS)
ALOX12 inh = ALOX12 (human) lipoxygenase inhibition | hit rate 1.1% among 580,000 | AID 1671190 | P18054 | Potency, µM (titrated, usually from 108 µM), for inactives: at the top dose activity change, negative = inhibition, most hits filed as inhibitors | purified 12hLO, xylenol orange hydroperoxide absorbance; active = well fitted inhibition curve with a large enough effect; inconclusive = small, poorly fitted or top-dose-only effect, or another doubt; inactive = no such curve, though single readings can be large or run the other way
Target sequence (P18054 whole entry, looked up): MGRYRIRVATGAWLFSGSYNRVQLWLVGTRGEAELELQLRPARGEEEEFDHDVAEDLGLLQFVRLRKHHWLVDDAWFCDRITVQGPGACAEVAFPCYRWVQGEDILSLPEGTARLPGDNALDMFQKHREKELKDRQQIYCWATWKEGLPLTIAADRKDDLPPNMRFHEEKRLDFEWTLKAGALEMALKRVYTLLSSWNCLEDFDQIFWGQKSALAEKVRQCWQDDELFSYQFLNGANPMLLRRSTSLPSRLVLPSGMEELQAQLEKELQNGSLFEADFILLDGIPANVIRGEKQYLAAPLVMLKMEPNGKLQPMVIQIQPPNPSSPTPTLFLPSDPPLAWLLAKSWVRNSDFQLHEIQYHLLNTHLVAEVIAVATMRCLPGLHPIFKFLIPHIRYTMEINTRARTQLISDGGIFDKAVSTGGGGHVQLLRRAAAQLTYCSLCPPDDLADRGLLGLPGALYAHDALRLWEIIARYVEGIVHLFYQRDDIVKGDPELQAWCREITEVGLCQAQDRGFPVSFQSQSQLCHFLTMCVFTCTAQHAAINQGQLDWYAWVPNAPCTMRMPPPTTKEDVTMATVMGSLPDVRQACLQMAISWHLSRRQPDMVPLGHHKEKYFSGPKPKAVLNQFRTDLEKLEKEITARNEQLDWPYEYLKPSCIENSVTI
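Hydroperoxide product was detected by ferrous iron/xylenol orange as the 573 to 405 nm absorbance ratio. Arachidonic acid at 40 uM (final) was turned over for 30 min at room temperature by 150 nM human 12hLO, pH 7.0 Hepes buffer, after 15 min compound preincubation.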
Numbers without * were called inactive; ? = inconclusive; [ ] = another dose, or the depositor's remark. % is scaled to controls: 0 for no effect and ±100 for the full control effect; potency is read from the fitted curve at half-maximal effect.

ALOX12 inh | molecule
14% | CNC(=O)c1ccc(-c2nc(CN3CCN(C(=O)Nc4ccccc4OC)CC3)c(C)o2)cc1
10% | COc1cccc(CCC(=O)N2CCC3(CC2)N(c2ccccc2)C(=O)CS3(=O)=O)c1
7% | O=C(CNC(=O)c1cc(-c2cccs2)on1)NC1CC1
-2% | O=C(c1ccc(Cl)cc1Cl)N(C1CCCCC1)C1CCCCC1
1% | CC(C)c1ccc(Nc2nccc3[nH]c(-c4cccc(C(C)C)c4)nc23)cc1
0% | CCOc1ccccc1C1NC(=O)N(CC(=O)Nc2cc(F)ccc2F)C2=C1C(=O)OC2 (stereo unspecified)
-2% | COC(=O)c1c(NC(=O)CSc2nc3ccc(C)cc3[nH]2)sc2c1CCC2
17% | CCN(CC)C(=O)c1ccc(CN2C(=O)NC3(CCS(=O)(=O)CC3)C2=O)cc1
63%[activator] | O[C@@H]1C[C@@H](c2nnc3n2CCN(Cc2ccc4[nH]ccc4c2)C3)N(Cc2ccccc2)C1
12% | CC(=O)c1cccc(NC(=O)C(C)Oc2ccc3c(C)cc(=O)oc3c2)c1 (stereo unspecified)
-12% | CS(=O)(=O)NCC1CCCN(C(=O)c2ccc3ccccc3n2)C1 (stereo unspecified)
? | COc1ccc(NC(=O)c2n[nH]c(=O)c3ccccc23)cc1OC1CCCC1
? | O=C(NN1CCN(C(c2ccccc2)c2ccccc2)CC1)c1ccc(F)cc1Cl
? | COC(=O)C1=C(C)N(Cc2ccccc2C(F)(F)F)C(=NCc2cccc(C(F)(F)F)c2)NC1CCc1ccccc1 (stereo unspecified)
? | O=NN(CCF)C(=O)NC1CCS(=O)(=O)CC1
-30% | C=C(Cl)CN1CCN(CCc2ccccc2)CC1
7% | O=C(c1ccccc1OCC1CCCN(Cc2ccccn2)C1)N1CCCC1 (stereo unspecified)
3% | O=C(CCc1ncc(-c2ccc(Cl)cc2)o1)NC1CCCC1
-6% | CC(=O)N1CCc2cc(S(=O)(=O)CCC(=O)N3CCC(Cc4nncn4CC4CC4)CC3)ccc21
47%[activator] | Cc1noc(C)c1C(=O)NC1CCc2nnc(C)n2CC1 (stereo unspecified)
26% | CCCNC(=O)N1CCCCC1c1noc(COc2ccc(C)cc2)n1 (stereo unspecified)
? | CCCCn1c(=O)[nH]c(=O)c2c1nc(COC(=O)/C=C/c1ccc(OCC#N)c(OC)c1)n2C
29% | CC1=C(C(=O)OC(C)C)C(c2ccc(Cl)cc2)N2C(CC(=O)N3CCCC3)=CSC2=N1 (stereo unspecified)
26% | CCOc1ccc(C(=O)N2CC(COC)C3(CCNCC3)C2)cc1OCC (stereo unspecified)
9% | Cc1cc(F)ccc1NC(=O)CCC1CCCN(C(=O)Cc2ccc3c(c2)OCO3)C1 (stereo unspecified)
? | O=C(c1ccc(Cl)cc1)N1CCC(N2CCCCC2=O)CC1
? | O=C(O)c1cccc(OCC2CCCO2)c1 (stereo unspecified)
20% | COC(=O)c1ccc(CN(C)CC2CC2)cc1
22µM* | Cc1cc2nc3n(c(=O)c2n1CC(=O)Nc1ccc(Cl)cc1F)CCCC3
? | CCn1cc(C(=O)n2nc(C)cc2C)c(S(=O)(=O)N2CCN(c3cccc(Cl)c3)CC2)n1
-22% | O=C(c1cn(-c2ccccc2)nc1-c1cccnc1)N1CCN(c2ccccc2O)CC1
? | CC1CCN(S(=O)(=O)c2ccc(NC(=O)c3cc(=O)c4cc(Cl)ccc4o3)cc2)CC1
-4% | CCCCCCn1cc(CN2CC(N(C)CC)CS2(=O)=O)nn1 (stereo unspecified)
15% | COC(=O)COc1ccc2c(C)c(C)c(=O)oc2c1C
48%[activator] | CCn1nccc1C(=O)N1C[C@@H](Oc2cccnc2)C[C@H]1C(=O)NC1CC1
? | Cc1ccccc1N(C)C1CN(C(=O)OC(C)(C)C)C1
-1% | CCN(CC)c1ccc(C(=O)NCc2nnc3ccc(-c4ccc(C)cc4)nn23)cc1
0% | CCCCNC(=O)c1cccc(NC(=O)c2ccc(F)cc2)c1
-15% | Cn1nc(CC(=O)N2CCC(C(=O)N3CCCCCC3)CC2)c2ccccc2c1=O
21% | O=C(c1n[nH]c(=O)c2ccccc12)N1CCN(Cc2ccccc2)CC1
48%[activator] | O=C1CCCN1CC(=O)N1C[C@@H](COCC2CC2)[C@H](c2ccncc2)C1
? | CN1CC2(CCN(C(=O)c3cccn3C)CC2)CC(c2ccccc2)C1=O (stereo unspecified)
-12%[176 µM] | COc1cc(F)cc(-c2ncc3c(n2)OCCN(C)C3=O)c1
28µM* | CCn1c2c(c(=O)n1-c1ccccc1)CCN(CCCc1ccccc1)C2
-14% | COc1ccc(-c2coc3cc(OCCN4CCN(C)CC4)ccc3c2=O)cc1
? | CC1CCCC(NC(=O)/C=C/c2ccc3c(c2)CCO3)C1C (stereo unspecified)
-44% | COCCn1c(SCc2ccc(Br)cc2)nnc1-c1cccc(C)c1
28% | CC(C)C(=O)N1CCC2(CCCCO2)CC1

3 entries already listed, ordered by length of the SMILES, descending:
ALOX12 inh | molecule
48%[activator] | O=C1CCCN1CC(=O)N1C[C@@H](COCC2CC2)[C@H](c2ccncc2)C1
21% | O=C(c1n[nH]c(=O)c2ccccc12)N1CCN(Cc2ccccc2)CC1
28µM* | CCn1c2c(c(=O)n1-c1ccccc1)CCN(CCCc1ccccc1)C2

Continued:
ALOX12 inh | molecule
44% | Cc1cn2nc(C(=O)Nc3ccc4c(c3)OCCO4)cc2c(N(C)Cc2ccccc2)n1
15% | CN(C(=O)CSc1nc2c(=O)[nH]cnc2n1CC1CCCO1)c1ccccc1 (stereo unspecified)
66% | COc1ccc(CNC(=O)CC[C@H]2CNC(=O)[C@@H]3[C@@H](CCN3C3CCOCC3)N2C)cc1
1% | O=C(CCc1conc1-c1ccccc1F)NCc1cccc(C(F)(F)F)c1
? | Cn1c(=O)n(Cc2cccc(Cl)c2)c(=O)c2c1ncn2Cc1ccccc1
-1%[176 µM] | COc1ccccc1C(=O)N1CCN2C(=O)N(Cc3cccnc3)C[C@H]2C1
0% | C=CCNC(=O)NC(=O)CSc1nc(-c2ccccc2)c(-c2ccccc2)o1
67%[activator] | O=C(c1cccnc1OC1CCN(S(=O)(=O)c2ccccc2)C1)N1CCOCC1 (stereo unspecified)
-3% | Cc1cccnc1NCCNC(=O)c1ccc(S(N)(=O)=O)cc1
6% | CCCOc1cc(O)c2c(=O)cc(-c3ccccc3)oc2c1
78%[activator] | CC(C)=CCC1(CO)CCCN(C(=O)CCN2CCCCCC2=O)C1 (stereo unspecified)
6% | Cc1ccc(NC(=O)Cn2nc3n(c2=O)CCCC3)cc1F
17% | Cc1cc(C(=O)N2CCC(C(=O)N3CCCCCCNC(=O)CC3)CC2)nn1C
? | COC[C@H]1CCCN1Cc1nc(C2(O)CCN(C3CCC3)CC2)cs1
0% | O=C(C1CC1)N1CCCC(c2nc(C3CCOCC3)no2)C1 (stereo unspecified)
-10% | O=C(NNC(=S)NCc1cccs1)c1c[nH]c2ccccc12
? | C#CCNC(=O)c1onc(-c2ccc(F)cc2)c1[C@H](C)O
-4% | O=C(Nc1nc(-c2ccccc2)cs1)C1CC(=O)N(c2ccccc2F)C1 (stereo unspecified)
? | O=C(Nc1cccc(Cl)c1)C1=NO[C@@H]2CN(CCc3ccccc3)C[C@H]12
-12% | CCCCn1c(=O)n(CC(=O)NCc2ccc(C)cc2)c(=O)c2c1ncn2Cc1ccco1
11% | Cc1cc(C(F)(F)F)nc(CCNC(=O)C2CC3(CCNCC3)CN2)n1 (stereo unspecified)
? | COc1cccc(Nc2ccc3c(n2)C(C)(C(=O)NC2CCN(C)CC2)CN(C)C3)c1 (stereo unspecified)
12% | Cc1oc(-c2ccccc2NC(=O)C2CCC2)nc1CNC(=O)c1c(F)ccc(F)c1F
3% | O=C(CCn1nnc2ccccc21)OCC(=O)c1ccc2c(c1)OCCO2
? | C=CCNc1nc(-c2ccc3c(c2)C(C)C(=O)N3)cs1 (stereo unspecified)
? | COc1ccc(Cl)cc1C(=O)Nc1c(NC2CCCCC2)c2ccccc2oc1=O
? | Cc1ccc(CSc2nc3nccnc3c(=O)n2Cc2ccc3c(c2)OCO3)cc1
61%[activator] | O=C(c1ccccc1Cl)N1C[C@@H](CO)[C@H](c2nc(C3CC3)no2)C1
-17% | Cc1ccc(S(=O)(=O)N(CC(=O)NCC2CCCO2)c2ccccc2C)cc1 (stereo unspecified)
19%[176 µM] | O[C@@H]1C[C@@H](c2nc(-c3ccc(OC(F)(F)F)cc3)no2)N(Cc2ncc[nH]2)C1
? | CN(Cc1cc(-c2ccccc2)on1)C(=O)CN1C[C@@H]2CC[C@H](CC1=O)N2
? | CC(OC(=O)c1ccc2c(c1)NC(=O)CS2)C(=O)NCc1ccccc1 (stereo unspecified)
5%[176 µM] | C[S+](=O)([O-])N1CCC2(C1)N=C(c1ccncc1)C(=O)N2 (stereo unspecified)
2% | CCCCNc1nc2c(c(=O)n(C)c(=O)n2C)n1C
5% | CNC(=O)[C@@H]1CN(C(=O)c2cc3cc(OC)ccc3[nH]2)C[C@H]1c1nc(C)no1
37%[activator] | O=C(CN1CCCc2nc(-c3ccncc3)ncc2C1=O)NCCCN1CCCC1=O
-16%[176 µM] | C[C@@H](NC(=O)C1CCOCC1)c1onc(-c2ccc(Cl)cc2)c1C(=O)O
0% | COC(=O)[C@]12CCCCC=C1N(Cc1cccc3ccccc13)C(=O)[C@H](CC(=O)NCC1CCCCC1)C2
? | Cc1ccc(N(CC(=O)O)CC(=O)O)cc1
31%[activator] | COc1cccc2cc(S(=O)(=O)c3ccc(Cl)c(Cl)c3)c(=O)oc12
18% | Cc1ccc(NC(=O)c2cc3n(n2)CC(c2ccc4c(c2)OCO4)OC3)cc1 (stereo unspecified)
13% | NC(=O)C1CCN(C(=O)Cn2ccc3cc(Br)ccc32)CC1
22% | O=C1CCC2(CNC(=O)C3CC3)CCCC=C2N1 (stereo unspecified)
47%[activator] | CN1CCC(OC2CCN(C(=O)c3ccc(F)c(F)c3)CC2)CC1
7%[176 µM] | Cc1ccc2c(c1)N1C(=O)OC[C@@H]1CCN(C(=O)c1cc(C)on1)C2
1% | O=C(NCc1ccccc1)C1c2ccccc2OCC(=O)N1CCCN1CCOCC1 (stereo unspecified)
-2% | Cc1ccc2[nH]c(CSc3nnc(-c4ccccc4)n3C)cc(=O)c2c1
-1% | CCOC(=O)c1[nH]c2ccccc2c1NC(=O)C12CC3CC(CC(C3)C1)C2

An excerpt from further up, for reference:
ALOX12 inh | molecule
5% | CNC(=O)[C@@H]1CN(C(=O)c2cc3cc(OC)ccc3[nH]2)C[C@H]1c1nc(C)no1
37%[activator] | O=C(CN1CCCc2nc(-c3ccncc3)ncc2C1=O)NCCCN1CCCC1=O
-16%[176 µM] | C[C@@H](NC(=O)C1CCOCC1)c1onc(-c2ccc(Cl)cc2)c1C(=O)O
0% | COC(=O)[C@]12CCCCC=C1N(Cc1cccc3ccccc13)C(=O)[C@H](CC(=O)NCC1CCCCC1)C2
? | Cc1ccc(N(CC(=O)O)CC(=O)O)cc1
31%[activator] | COc1cccc2cc(S(=O)(=O)c3ccc(Cl)c(Cl)c3)c(=O)oc12
18% | Cc1ccc(NC(=O)c2cc3n(n2)CC(c2ccc4c(c2)OCO4)OC3)cc1 (stereo unspecified)
13% | NC(=O)C1CCN(C(=O)Cn2ccc3cc(Br)ccc32)CC1
22% | O=C1CCC2(CNC(=O)C3CC3)CCCC=C2N1 (stereo unspecified)
47%[activator] | CN1CCC(OC2CCN(C(=O)c3ccc(F)c(F)c3)CC2)CC1
7%[176 µM] | Cc1ccc2c(c1)N1C(=O)OC[C@@H]1CCN(C(=O)c1cc(C)on1)C2
1% | O=C(NCc1ccccc1)C1c2ccccc2OCC(=O)N1CCCN1CCOCC1 (stereo unspecified)
-2% | Cc1ccc2[nH]c(CSc3nnc(-c4ccccc4)n3C)cc(=O)c2c1
-1% | CCOC(=O)c1[nH]c2ccccc2c1NC(=O)C12CC3CC(CC(C3)C1)C2

Later entries.
ALOX12 inh | molecule
? | CSc1ccc(/C=C2N=C(/C=C/c3ccccc3)OC/2=O)cc1
13% | Cc1cccc(CC(=O)N2CCC3(CC2)CC(N(C2CC2)S(C)(=O)=O)CCO3)c1 (stereo unspecified)
14% | NC(=O)c1ccc(COC(=O)c2cc(S(N)(=O)=O)ccc2Cl)cc1
? | CCC(CC)C(=O)N[C@H]1C[C@@H](Cc2cc(COc3ccccc3)on2)C1(C)C
3% | O=C(CSc1ccccc1)N1CCc2nc3cc(-c4ccccc4)[nH]n3c(=O)c2C1
5% | COc1ccc(NC(=O)c2ccc3c(c2)N(C)C2CCCCN2C3=O)cc1OC (stereo unspecified)
? | O=C(c1ccccc1)N1C[C@@H]2C[C@H](C1)c1ccc(NS(=O)(=O)c3cccc(F)c3)c(=O)n1C2
12% | O=C(c1ccc(F)cc1)N1CCC(Cc2nc(-c3ccc(F)cc3)no2)CC1
25% | O=C(c1cccnc1OC1CCN(S(=O)(=O)c2ccccc2F)C1)N1CCOCC1 (stereo unspecified)
-9% | Nn1c(SCC(=O)NCc2ccc(Cl)cc2)nnc1-c1ccco1
6% | C#Cc1cccc(C(=O)NCc2nc(-c3cccc(NC(=O)c4ccccn4)c3)oc2C)c1
? | CCC(CC)n1c(=O)n(C[C@@H](O)CO)c2cc(C(=O)O)cnc21
? | COc1cccc(NC(=O)Cn2cnc3onc(-c4ccccc4F)c3c2=O)c1
-20% | COc1ccc(NC(=O)N2CCN(Cc3nc(-c4ccc(C)cc4)oc3C)CC2)cc1OC
7.1µM* | FC(F)(F)c1ccc(Cl)c(N/N=C/c2cccc(OCc3ccccc3)c2)c1
? | O=C(Cc1cccn1-c1cccc(Cl)c1)NCc1cccs1
-29% | Cc1c(CC(=O)Nc2nc3ccccc3[nH]2)c(=O)oc2c(C)c(O)ccc12
? | COc1ccc2c(CCNC(=O)CNc3nc(Cl)nc4nc[nH]c34)c[nH]c2c1
20% | CC(C)C(NC(=O)c1ccccc1I)c1cccs1 (stereo unspecified)
-14% | O=C(O)C1(c2ccccc2)CCOCC1

Not all compounds are listed (hit frequency here may not be typical).
